V1aR counter – agonists of human V1a receptor, primary screen, counter-screen for OXTR agonist project, fluorescence, CHO-V1R cells; AID 2797, 2010; Fluo-8 calcium fluorescence, agonist mode; 0% DMSO, 100% 3 nM vasopressin; actives 0.25% (n = 320,000); activation, % at 3 µM; Vasopressin V1a receptor (Homo sapiens), P37288;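 active = activation above the mean activation of all tested compounds plus 3 SD, per screening run, cut at about 20% in these data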;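 also: signal is peak over basal fluorescence ratio across a 100 second FLIPR read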
NALP1 inh – NALP1 inflammasome inhibitors in reconstituted yeast, colorimetric, S. cerevisiae, triplicate retest | inhibition, % at 10 µM | S. cerevisiae NALP1/ASC/caspase-1 growth, X-gal OD620, 72 h | AID 2071, 2009 | actives 0.61% (n = 280,000); in the data active = inhibition mostly above about 24%, no sharp cut-off; inactive = mostly below about 32%; also: some compounds called inactive have numbers as strong as hits
GPR7 antagonist – GPR7 receptor antagonists, primary screen, cell-based, fluorescence, single concentration | Neuropeptides B/W receptor type 1 (Homo sapiens), P48145 | GPR7-expressing cells, fluorescence antagonist assay | inhibition, % at 4.4 µM | actives 1.1% (n = 290,000); in the data active = inhibition above about 16%, passing the limit was not always enough;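 also: cells stimulated with the agonist NPW; 0% = agonist with vehicle and 100% = vehicle without agonist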
Target sequence (P48145 whole entry, looked up): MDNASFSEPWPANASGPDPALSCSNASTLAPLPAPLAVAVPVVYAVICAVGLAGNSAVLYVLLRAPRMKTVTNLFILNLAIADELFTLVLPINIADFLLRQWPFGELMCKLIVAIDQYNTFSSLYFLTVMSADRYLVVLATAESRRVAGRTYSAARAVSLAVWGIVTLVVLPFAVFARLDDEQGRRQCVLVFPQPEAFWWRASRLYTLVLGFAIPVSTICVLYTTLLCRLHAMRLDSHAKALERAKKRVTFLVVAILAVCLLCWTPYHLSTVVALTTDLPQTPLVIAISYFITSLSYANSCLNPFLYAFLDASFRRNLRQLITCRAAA
MEKK2wt PB1 HTS – modulators of MEK5 binding to wildtype MEKK2, primary screen, biochemical, multiplex bead flow cytometry, Alexa488-MEK5; Mitogen-activated protein kinase kinase kinase 2 (Homo sapiens), Q9Y2U5; Alexa488-MEK5 binding to MEKK2 WT; actives lie on both sides; binding response (% of control), % at 10 µM; actives 1.1% (n = 290,000); AID 1531, 2009; in the data active = binding response below about 67% or above about 130%
MEKK2 mut-MEK5 – MEK5 binding signal on mutant MEKK2 PB1, primary screen, biochemical, multiplex bead flow cytometry, Alexa488-MEK5; Alexa488-MEK5 binding to MEKK2 mutant; AID 1530, 2009; percent response, % at 10 µM; actives 0.35% (n = 290,000); in the data active = percent response above about 24%, passing the limit was not always enough; also: inactives centre near 1; some results filed as inactive read as strong as hits
GalR3 antag – GalR3 antagonists in HEK293 cells, primary screen, cell-based, fluorescence readout | inhibition, % at 3 µM | AID 651719, 2012 | Galanin receptor type 3 (Homo sapiens), O60755 | HEK293 GalR3-CNG cAMP membrane potential fluorescence; galR3 body fused to GalR1 C-terminus | actives 0.44% (n = 360,000);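 active = inhibition above the screen-wide average plus 3 SD, cut at about 13% in these data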;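 also: forskolin and galanin both at EC90 stimulate the cells; cAMP rise reported by CNG channel membrane potential dye signal; 0% = forskolin plus galanin with DMSO and 100% = forskolin alone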
Target sequence (O60755 1-299 limits assumed): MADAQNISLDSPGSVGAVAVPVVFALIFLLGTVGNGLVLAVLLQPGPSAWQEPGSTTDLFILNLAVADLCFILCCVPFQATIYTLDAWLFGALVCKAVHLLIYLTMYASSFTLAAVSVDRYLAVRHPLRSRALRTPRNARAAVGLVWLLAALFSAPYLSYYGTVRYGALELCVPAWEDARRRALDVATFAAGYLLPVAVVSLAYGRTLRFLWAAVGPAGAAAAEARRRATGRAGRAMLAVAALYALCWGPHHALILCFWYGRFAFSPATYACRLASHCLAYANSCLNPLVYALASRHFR
M18AAP inhibitor – PfM18AAP inhibitors, malaria aminopeptidase, primary screen, biochemical, QFRET, recombinant enzyme. inhibition, % at 7.35 µM. AID 1822, 2009. actives 1.2% (n = 290,000). H-Glu-NHMec fluorogenic cleavage;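 active = inhibition above the campaign mean inhibition over all tested compounds plus 3 SD, cut at about 28% in these data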;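 also: 0% = plate median of test compound wells and 100% = 2 mM ZnCl2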
OXTR potentiator – human OXTR potentiators, primary screen, fluorescence, CHO-OTR cells, Fluo-8 calcium; Oxytocin receptor (Homo sapiens), P30559; actives 0.061% (n = 320,000); activation, % at 3 µM; Fluo-8 calcium fluorescence, potentiator mode; 0% = oxytocin EC15, 100% = EC100;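 active = activation above that plate's cutoff, the mean activation of tested compounds plus 3 SD, cut at about 6.6% in these data, passing the limit was not always enough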;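 also: 100% uses oxytocin at 75 nM as the full agonist control; some results filed as inactive read as strong as hits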
Target sequence (P30559 whole entry, looked up): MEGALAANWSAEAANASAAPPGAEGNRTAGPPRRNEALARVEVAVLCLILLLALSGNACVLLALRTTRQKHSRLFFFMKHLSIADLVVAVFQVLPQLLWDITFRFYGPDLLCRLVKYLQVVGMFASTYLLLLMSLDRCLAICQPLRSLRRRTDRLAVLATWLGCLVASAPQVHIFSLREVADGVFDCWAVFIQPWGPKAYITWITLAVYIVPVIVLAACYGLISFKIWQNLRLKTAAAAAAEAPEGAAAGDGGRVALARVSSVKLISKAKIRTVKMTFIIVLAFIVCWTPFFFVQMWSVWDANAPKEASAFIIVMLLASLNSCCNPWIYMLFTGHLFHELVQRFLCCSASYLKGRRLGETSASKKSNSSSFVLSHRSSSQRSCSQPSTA
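Material: CHO-OTR cells, human receptor; compound dosing: single dose, 3.0 µM nominal final compound concentration; schedule: 6 min compound pre-incubation at room temperature, 100 s kinetic read; measured by: kinetic Fluo-8 calcium fluorescence; read-out basis: % activation vs EC15 and EC100 oxytocin; controls: EC15 oxytocin alone as 0%, 75 nM oxytocin as 100%; replicates: singlicate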
OXTR agonist – human OXTR agonists, primary screen, fluorescence, CHO-OTR cells, Fluo-8 calcium; Oxytocin receptor (Homo sapiens), P30559; activation, % at 3 µM; AID 2435, 2010; actives 0.32% (n = 320,000); Fluo-8 calcium fluorescence; normalized: DMSO 0%, oxytocin 100%;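 active = activation above the mean of all tested compounds plus 3 SD, cutoff set per screening run, cut at about 20% in these data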;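 also: peak over basal fluorescence ratio from a 100 s FLIPR kinetic read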
* marks the source's active call; other numbers are inactive results; . = no result given.

Results follow in this order: V1aR counter, NALP1 inh, GPR7 antagonist, MEKK2wt PB1 HTS, MEKK2 mut-MEK5, GalR3 antag, M18AAP inhibitor, OXTR potentiator, OXTR agonist
CSc1cc(-c2ccc(Cl)cc2)n(Cc2ccccc2)c(=O)c1C#N
  1.5, 7, 14, 99, -3, 3, -2, -3, 1.0
CCOC(=O)c1c(C)sc(Sc2ccc(Cl)cc2[N+](=O)[O-])c1OC
  0.4, 4, -8, 101, -3, -1, -9, -13, -0.9
Fc1ccc(-c2nnc(CSc3nnc(-c4ccc5c(c4)OCO5)o3)o2)cc1
  6.2, 2, 3, 101, -3, -5, -4, -10, -0.1
Cc1ccc2c(c1)N(CC(=O)NCCC1=CCCCC1)C(=O)c1cccnc1O2
  1.9, 24, -6, 94, -3, -3, -9, -6, -2.3
CC(=O)NC(Cc1ccc(C)cc1)C(=O)NC1CCN(c2ncccc2[N+](=O)[O-])CC1 (stereo unspecified)
  -0.7, 12, -11, 104, -1, -1, -4, 2, 0.3
CN(C(=O)c1cccc(NC(=O)Cc2ccccc2)c1)c1ccccc1
  3.6, -15, 0, 108, 3, 1, 0, 0, 1.5
COc1cc(CC(=O)OCC(=O)NCCc2ccc(S(N)(=O)=O)cc2)cc(OC)c1OC
  -0.3, ., ., ., ., -5, ., 0, -0.5
COCCCNC(=O)Cn1c(=O)n(Cc2ccccc2Cl)c(=O)c2cc(OC)c(OC)cc21
  0.2, -5, -1, 95, -3, 0, 2, -1, 1.0
CSc1cccc(NC(=O)c2c(Cl)cnn2C)c1
  -0.8, 9, -16, 98, -4, -2, 1, -2, -2.0
CC1CCN(CCC(=O)Nc2ccc3c(c2)CCC3)CC1
  1.0, 13, 6, 98, -2, -2, -8, -11, 1.0
CN(CC(=O)Nc1ccc(Cl)cc1)C(=O)c1cccc(S(=O)(=O)N2CCN(Cc3ccccc3)CC2)c1
  12, ., ., ., ., -5, ., -18, 12
COCCNS(=O)(=O)c1cccn1-c1ncc(C(F)(F)F)cc1Cl
  6.1, 40*, -20, 112, 11, -4, 4, -6, 2.5
O=c1c2[nH]c3cccc(Cl)c3c2ncn1Cc1ccco1
  0.2, 8, -6, 97, -1, 0, -15, -4, 0.6
COc1ccc2cc(C(=O)C3CCCN(C(=O)CCc4cnn(C)c4)C3)ccc2c1 (stereo unspecified)
  4.0, 12, -9, 102, 5, -6, -1, 1, 0.9
CCOc1ccc(C(=O)NCC(=O)OCC(=O)c2ccc3c(c2)-c2ccccc2C3)cc1
  0.7, 25, 1, 92, 3, -4, 1, -4, -0.2
COc1cccc(C2=NOC(C(=O)Nc3cc(OC)c(OC)c(OC)c3)C2)c1 (stereo unspecified)
  5.8, 15, -11, 107, 14, -2, 1, -12, 4.0
CCC(=O)Oc1ccc2c(C)cc(=O)oc2c1C
  0.0, 24, 2, ., ., -2, 8, -7, 2.6
COc1cc(/C(C)=N/NC(=O)CSc2nc3ccccc3[nH]2)ccc1O
  0.6, 26, -18, 111, 8, 1, 5, -7, -0.2
CCOC(=O)c1[nH]c2ccccc2c1NC(=O)CN(C)C
  -0.8, 32, -8, 100, -7, -5, 1, -15, -0.7
O=C(O)CCn1c(SCc2cccc3ccccc23)nc2ccccc21
  -0.5, -4, 4, 101, 2, 4, -2, -4, -0.5
CC(=O)c1cccc(OCc2cc(C(=O)N3CCC(N4CCCCC4)CC3)no2)c1
  0.5, 25, -6, 103, -1, 2, 1, -4, 0.4
Cc1ccc(C#N)c(SCc2ccccc2[N+](=O)[O-])n1
  -1.4, 22, -5, 95, 2, -5, -2, 4, -1.9
Cc1[nH]c(=O)[nH]c(=O)c1NC(=O)c1cccs1
  0.9, 2, -13, 109, 8, -1, -4, 1, 0.3
O=C(O)/C=C\C(=O)Nc1ccc(N2CCN(c3ccc(Cl)c(Cl)c3)CC2)cc1
  0.4, -11, 5, 84, -12, -4, 6, 4, 0.7
O=C(CN1C(=O)c2cccc3cccc1c23)N1CCN(c2cccc(Cl)c2)CC1
  1.2, 0, -1, 95, -6, -2, 7, -7, 2.4
CCN1CCc2nc3sc(C(=O)Nc4cccnc4Cl)c(N)c3cc2C1
  1.4, 7, -10, 111, 10, -10, 13, -5, 1.5
C=CCOC(=O)C1=C[C@H](c2ccccc2)[C@@H](CCCO)[C@H](OCC)O1
  -0.4, 8, -9, 103, 5, -4, -6, -1, -0.7
COc1cc(C(=O)Nc2nnc(C)s2)cc(OC)c1OC
  0.1, ., -2, 106, 8, ., -2, -2, -0.3
CC#CC[N+](C)(C)CCCCCCCCCCCC
  3.5, 43, 4, 112, 6, 1, -12, -5, -0.2
Cc1ccc(Nc2cc(C(=O)NCCCN3CCOCC3)c3ccccc3n2)cc1C
  9.2, 10, 15, 125, 6, 0, 2, -9, 11
COCCNC(=O)C/C(C)=N/NC(=O)C(=O)NC1CCCCC1
  -0.1, 12, -6, 99, -9, 13*, 4, -1, -1.2
OC(CNCc1ccccc1F)(c1ccc(F)cc1)c1ccc(F)cc1
  1.4, -7, 9, 78, -12, -5, 0, -10, -1.7
CC(OC(=O)CNC(=O)C1CCCCC1)C(=O)NCc1ccccc1 (stereo unspecified)
  0.8, ., ., ., ., -6, ., -6, -1.6
Cc1ccc(C(=O)NCCCNC(=O)c2ccco2)cn1
  1.7, -1, -13, 101, 7, 2, -4, 5, 0.7
COc1ccccc1NC(=O)c1nnn(Cc2ccccc2)c1NC(C)=O
  1.5, -10, -5, 97, -4, -4, 5, -6, 1.5
O=C(O)c1ccc(Cn2c(=S)[nH]c3cc(Cl)ccc3c2=O)cc1
  -0.3, -6, -6, 103, 4, -4, 6, -1, 1.0
Cc1cc(Br)c2c(c1)=C(c1sc(N3CCCCCC3)nc1O)C(=O)N=2
  ., 24, -11, 104, 0, -3, -16, ., .
C/C(=N\Nc1cc(C(F)(F)F)ccc1Cl)c1ccncc1
  -0.9, 4, -23, 103, 1, -8, 3, -3, -1.5
c1ccc(N=Nc2ccc3cccccc2-3)cc1
  -1.1, ., ., ., ., 2, ., -8, -3.0
O=C(COc1ccccc1)NCC(=O)N1CCCCCC1
  0.6, ., ., ., ., -10, ., -1, 0.1

A draw from above in order of SMILES length, highest first.
Results follow in this order: V1aR counter, NALP1 inh, GPR7 antagonist, MEKK2wt PB1 HTS, MEKK2 mut-MEK5, GalR3 antag, M18AAP inhibitor, OXTR potentiator, OXTR agonist
O=C(O)/C=C\C(=O)Nc1ccc(N2CCN(c3ccc(Cl)c(Cl)c3)CC2)cc1
  0.4, -11, 5, 84, -12, -4, 6, 4, 0.7
CC(=O)c1cccc(OCc2cc(C(=O)N3CCC(N4CCCCC4)CC3)no2)c1
  0.5, 25, -6, 103, -1, 2, 1, -4, 0.4
CCN1CCc2nc3sc(C(=O)Nc4cccnc4Cl)c(N)c3cc2C1
  1.4, 7, -10, 111, 10, -10, 13, -5, 1.5
COc1ccccc1NC(=O)c1nnn(Cc2ccccc2)c1NC(C)=O
  1.5, -10, -5, 97, -4, -4, 5, -6, 1.5
CC(OC(=O)CNC(=O)C1CCCCC1)C(=O)NCc1ccccc1 (stereo unspecified)
  0.8, ., ., ., ., -6, ., -6, -1.6
COCCNC(=O)C/C(C)=N/NC(=O)C(=O)NC1CCCCC1
  -0.1, 12, -6, 99, -9, 13*, 4, -1, -1.2
Cc1ccc(C#N)c(SCc2ccccc2[N+](=O)[O-])n1
  -1.4, 22, -5, 95, 2, -5, -2, 4, -1.9
C/C(=N\Nc1cc(C(F)(F)F)ccc1Cl)c1ccncc1
  -0.9, 4, -23, 103, 1, -8, 3, -3, -1.5
COc1cc(C(=O)Nc2nnc(C)s2)cc(OC)c1OC
  0.1, ., -2, 106, 8, ., -2, -2, -0.3
Cc1ccc(C(=O)NCCCNC(=O)c2ccco2)cn1
  1.7, -1, -13, 101, 7, 2, -4, 5, 0.7
O=C(COc1ccccc1)NCC(=O)N1CCCCCC1
  0.6, ., ., ., ., -10, ., -1, 0.1
c1ccc(N=Nc2ccc3cccccc2-3)cc1
  -1.1, ., ., ., ., 2, ., -8, -3.0

Additional records
Results follow in this order: V1aR counter, NALP1 inh, GPR7 antagonist, MEKK2wt PB1 HTS, MEKK2 mut-MEK5, GalR3 antag, M18AAP inhibitor, OXTR potentiator, OXTR agonist
CCOC(=O)N1CCN(c2ncc(C(F)(F)F)cc2Cl)CC1
  -0.1, -1, -12, ., ., -8, -5, -7, -2.0
Cc1ccc(N/N=C(\C#N)C(=N)N2CCCCC2)cc1
  2.3, -10, -1, 98, -15, 1, 2, -11, 1.5
CNc1ccccc1C(=O)OCC(=O)c1ccccc1
  -1.3, 35, -6, 102, 4, ., 6, -5, -1.8
COc1ccccc1NC(=O)COC(=O)c1c[nH]c2ccccc12
  8.2, ., ., ., ., -7, ., -8, 5.0
CC(=O)Nc1ccc(OCCC[n+]2ccccc2)cc1
  -0.4, -10, 4, 90, -12, -3, -8, 7, 1.7
CC(NC(=O)COC(=O)c1cc(=O)c2ccccc2o1)c1ccccc1 (stereo unspecified)
  1.2, ., ., ., ., -3, ., -3, 0.0
COc1ccc(-n2ccnc2SCC(=O)NCc2ccco2)c(OC)c1
  -0.7, 16, 1, 95, -10, 7, -1, -11, -0.5
CC(C)c1c(O)nc(SCC(=O)Nc2ccc3c(c2)CCC3)[nH]c1=O
  0.2, ., -1, 104, 8, 1, -2, -10, -0.4
CCNC(=O)NC(=O)C(C)OC(=O)Cc1coc2cc3c(cc12)CCC3 (stereo unspecified)
  1.6, -4, -6, 98, -3, -4, -3, -11, -0.9
CCCNC(=O)C1CCN(S(=O)(=O)c2ccc3[nH]c(=O)ccc3c2)CC1
  0.4, 14, -16, 101, -1, ., -1, -4, 0.1
CCN1CCN(c2nc3sc4c(c3c(=O)n2-c2ccc(OC)cc2)CCCCC4)CC1
  -0.5, 15, 4, 101, -3, -7, -8, -2, -0.2
CCOc1ccc(NC(=O)CCN2CCN(C)CC2)cc1
  0.9, 7, -15, 101, 1, -8, -4, 2, -0.1
O=C(Nc1ccccn1)C1CCN(S(=O)(=O)c2ccc(Cl)cc2)CC1
  -0.1, ., ., ., ., -6, ., -4, 1.1
CCOC(=O)c1c(C)[nH]c2c1-c1ccccc1C(=O)C2=O
  ., 53, -13, 105, -1, -2, 0, ., .
COc1cc2c(cc1OC)C(C)N(C(C)=O)CC2 (stereo unspecified)
  1.0, 6, -17, 115, 5, 0, -4, -3, 1.0
Cc1ccn2cc(-c3cccc(NC(=O)c4ccccc4)c3)nc2c1
  0.4, 0, 11, 102, 0, -12, -2, -15, -1.0
